# hERG protect – compounds protecting human hERG from proarrhythmic drug block; activation (rescue from dofetilide block), less the hit threshold, % at 10 µM; CHO-hERG, FluxOR thallium flux, dofetilide IC70 present; AID 1511; hit rate 0.51% among 310,000;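 active = activation above the mean of controls blocked by dofetilide plus 5 SD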;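 note: thallium influx through hERG after potassium depolarization seen as dye fluorescence rise; in these data hits start at about 4.7%; inactives centre near -7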
# RGS4 inh – inhibitors of human RGS4; P49798; AID 463165; HEK293 M3R/RGS4 inducible, Fluo-4 calcium flux; active compounds read high; triggered by carbachol at its EC20; B-score at 10 µM; hit rate 0.45% among 310,000;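 active = B-score, a plate-corrected calcium signal, over three deviations above library mean, with baseline fluorescence within five deviations of library mean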;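 note: RGS4 expression induced by doxycycline in cells with stable M3 receptor; B-score is computed from the integrated fluorescence ratio over baseline after carbachol; higher B-score means a larger calcium signal and so more RGS4 inhibition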
# Target sequence (P49798 whole entry, looked up): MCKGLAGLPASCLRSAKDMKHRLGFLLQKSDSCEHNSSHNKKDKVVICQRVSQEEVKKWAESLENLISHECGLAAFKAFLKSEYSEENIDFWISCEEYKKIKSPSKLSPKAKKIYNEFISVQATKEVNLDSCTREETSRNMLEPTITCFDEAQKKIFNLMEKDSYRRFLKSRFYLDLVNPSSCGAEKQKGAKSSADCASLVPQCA
# KCNQ1 act – potentiators or activators of human KCNQ1 potassium channel. P51787. CHO-K1 KCNQ1, thallium flux FluxOR fluorescence; active compounds read high. B-score at 10 µM. hit rate 0.35% among 310,000. AID 2648;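 active = fluorescence ratio B-score, a plate-corrected score, at least three library SD, with initial intensity B-score within 5 SD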
#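 Schedule – 37 °C overnight plating, 90-min dark dye load, 20-min compound pretreatment · System – stable KCNQ1 CHO-K1 line · Probe or stimulus – thallium- and potassium-containing depolarizing buffer · Measured by – kinetic FluxOR fluorescence, 10 s baseline plus 110 s post-stimulus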
# KCNQ1 inh – human KCNQ1 channel inhibition | B-score at 10 µM | P51787 | CHO-K1 KCNQ1, FluxOR thallium flux fluorescence; active compounds read high | hit rate 1.3% among 310,000 | AID 2642;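 active = compounds whose thallium flux B-score, printed positive for inhibition, exceeds three library SD while starting fluorescence stays within three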;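 note: channel opened by potassium depolarization with thallium stimulus after 20 min compound exposure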
# MrgX1 ag – activates human MrgX1 receptor signaling. Q96LB2. MrgX1-HEK293 cells, Fluo-4 calcium fluorescence, agonist mode; active compounds read high. hit rate 0.44% among 310,000. B-score at 10 µM. AID 588627;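 active = calcium response B-score plate-corrected fluorescence ratio at least 3 library SD, with starting fluorescence B-score inside 5 SD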
#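 Material: MrgX1-expressing HEK293 cells; input: 15,000 cells per well; doses: test compound given as first of three sequential additions; schedule: overnight plating before 1 h dye loading; technique: Fluo-4 NW calcium-flux fluorescence, kinetic read; evaluation: baseline-normalised fluorescence change ratio, B-scored; control set: plate-wise positive and negative controls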
# ANO1 block – blocks the mouse calcium-activated chloride channel TMEM16A; Q8BHY3; HEK293 TMEM16A/YFP iodide influx fluorescence, ionomycin; normalized B-score (activity score, 25-100; higher = stronger inhibition) at 10 µM; hit rate 1.2% among 310,000; AID 588511;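 active = ratio plate-corrected score three or more library SD toward inhibition, starting fluorescence score within five deviations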;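 note: score derived from kinetic fluorescence span divided by baseline fluorescence per well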
# TMEM16A act – activates or potentiates the mouse TMEM16A chloride channel; HEK293 TMEM16A/YFP-H148Q/I152L, iodide quench fluorescence; active compounds read low; Q8BHY3; B-score at 10 µM; AID 623877; hit rate 0.3% among 340,000;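 active = fluorescence-ratio B-score plate-corrected deviation score at least 3 library SD below zero, with starting fluorescence score within 5 deviations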;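 note: channel opened by trigger with iodide after compound preincubation; score built on the fluorescence ratio of max minus min over baseline; more negative score means more quench and so TMEM16A activation or potentiation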
# RGS4 pot – RGS4 potentiation or activation | B-score at 10 µM | HEK293 M3R/inducible RGS4, carbachol calcium flux Fluo4; active compounds read low | AID 463111 | hit rate 0.92% among 310,000;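 active = B-score of the integrated calcium signal more than 4 SD below the library mean, with starting fluorescence not abnormally high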;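 note: negative B-score means reduced calcium response which marks RGS4 activation or potentiation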
#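 Also added: carbachol at ECmax as muscarinic agonist stimulus; Assay system: HEK293 cells with stable M3R and inducible RGS4; Timing: overnight RGS4 induction, 30 min dye load 37 °C, 20 min compound RT; Measured by: Fluo4-AM (2 µM) calcium-flux fluorescence, kinetic read.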
# MrgX1 allo act – allosterically activates human MrgX1 receptor signaling | hit rate 0.63% among 310,000 | B-score at 10 µM | Q96LB2 | MrgX1-HEK293, Fluo-4 calcium flux, FDSS; active compounds read high;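 active = plate-corrected calcium response at least 3 library SD above typical, normal starting fluorescence, not activating the receptor alone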;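 note: compound read alongside a low EC10 to EC30 dose of BAM8-22 agonist; peak minus trough fluorescence over baseline measured at the second addition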
# KCNK9 block – blocks the human KCNK9 two-pore domain potassium channel. Q9NPC2. HEK293 KCNK9, FluxOR thallium flux fluorescence; active compounds read low. B-score at 10 µM. hit rate 1.2% among 310,000;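 active = ratio B-score over 3 SD below the library mean, with starting fluorescence within 5 SD of its mean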;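 note: negative B-score means less thallium flux so channel inhibition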
# Target sequence (Q9NPC2 whole entry, looked up, the tested form may be a part): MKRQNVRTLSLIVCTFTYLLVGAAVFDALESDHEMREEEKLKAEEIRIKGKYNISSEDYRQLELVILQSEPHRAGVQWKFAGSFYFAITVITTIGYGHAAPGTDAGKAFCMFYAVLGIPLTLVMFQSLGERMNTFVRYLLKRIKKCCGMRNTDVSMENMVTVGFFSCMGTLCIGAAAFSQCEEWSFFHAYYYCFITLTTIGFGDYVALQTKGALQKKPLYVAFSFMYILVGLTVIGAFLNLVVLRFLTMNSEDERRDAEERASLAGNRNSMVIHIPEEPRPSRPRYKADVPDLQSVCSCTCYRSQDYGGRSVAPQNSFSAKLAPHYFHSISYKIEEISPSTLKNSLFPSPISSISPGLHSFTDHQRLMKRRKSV
# KCNK3 inh – human KCNK3 channel inhibition, primary screen. CHO-KCNK3 thallium flux, FluxOR fluorescence; active compounds read low. B-score at 10 µM. hit rate 0.84% among 340,000. O14649;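 active = B-score under library mean minus 4 SD, starting fluorescence ratio at most library mean plus 5 SD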;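 note: more negative B-score means stronger inhibition of thallium flux through KCNK3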
# Target sequence (O14649 whole entry, looked up): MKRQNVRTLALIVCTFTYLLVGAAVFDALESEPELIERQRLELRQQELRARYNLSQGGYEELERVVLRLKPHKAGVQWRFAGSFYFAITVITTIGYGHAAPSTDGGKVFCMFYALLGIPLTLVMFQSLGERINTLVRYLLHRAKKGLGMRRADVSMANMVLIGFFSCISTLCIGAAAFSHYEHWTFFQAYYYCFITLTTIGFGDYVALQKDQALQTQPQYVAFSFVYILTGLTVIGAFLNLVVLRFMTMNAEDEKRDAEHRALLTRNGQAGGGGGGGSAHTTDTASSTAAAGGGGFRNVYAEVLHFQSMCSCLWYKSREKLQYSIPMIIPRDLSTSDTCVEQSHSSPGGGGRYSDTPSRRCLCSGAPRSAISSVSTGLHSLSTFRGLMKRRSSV
# The depositor's hits bear a star; i = inactive; nt = no result given.
SMILES,hERG protect,RGS4 inh,KCNQ1 act,KCNQ1 inh,MrgX1 ag,ANO1 block,TMEM16A act,RGS4 pot,MrgX1 allo act,KCNK9 block,KCNK3 inh
CC(C)[C@H](NC(N)=O)C(=O)NCCc1ccc(Cl)cc1Cl,-3,i,i,i,i,i,i,i,i,i,i
Cc1[nH]c(C)c2c(=O)n(Cc3ccc(Cl)cc3)ncc12,-5,i,i,i,i,i,i,i,i,i,i
Fc1ccc(Cn2nnc(-c3ccc(Cl)cc3)n2)cc1,-2,i,i,i,i,i,i,i,i,i,i
O=C(c1ccco1)c1cn(CC(=O)N2CCCCCC2)c2ccccc12,-16,i,i,i,i,i,i,i,i,i,i
O=C(O)C1CC(O)CN1S(=O)(=O)c1cccs1 (centres undefined),-4,i,i,i,i,i,i,i,i,i,i
CC1(C)Cc2nc3sc4c(=O)n(CC(=O)NCc5ccco5)cnc4c3cc2CO1,-12,i,i,i,i,i,i,i,i,i,i
COc1ccccc1NC(=O)CN1CCN(CC(=O)Nc2ccc3c(c2)OCCO3)CC1,nt,nt,nt,nt,i,i,i,nt,i,nt,i
CCN(c1cccc(C)c1)S(=O)(=O)c1ccc2[nH]c(=O)c(=O)[nH]c2c1,-7,i,i,i,i,i,i,i,i,i,i
COc1cc2c(cc1OC)C(c1ccccc1)N(C(=O)c1ccccc1F)CC2 (centres undefined),-3,i,i,i,i,i,i,i,i,i,i
Cc1c(S(=O)(=O)N(C)C2CCCCC2)c(=O)n(C)c(=O)n1C,-11,i,i,i,i,i,i,i,i,i,i
COc1ccc(/C=C(/NC(=O)/C=C/c2ccccc2)C(=O)N2CCOCC2)cc1,-5,i,i,i,i,i,i,i,i,i,i
O=C(CNCc1ccc(F)cc1)Nc1ccc(S(=O)(=O)N2CCOCC2)cc1,-3,i,i,i,i,i,i,i,i,i,i
CCCCn1c(N)c(N(CC(C)C)C(=O)CCNC(=O)c2ccc(Br)cc2)c(=O)[nH]c1=O,-4,i,i,i,i,i,i,i,i,i,i
N#C/C(=C/c1ccco1)C(N)=S,-2,i,i,i,i,i,i,i,i,i,i
CN1CCn2c1nc(N1CCOCC1)nc2=O,-3,i,i,i,i,i,i,i,i,i,i
Cc1cc(C)cc(NS(=O)(=O)c2ccc3c(c2)C(C)(C)C(=O)N3C)c1,-8,i,i,i,i,i,i,i,i,i,i
CCOc1ccc(/C=C2/Sc3ccc(C(=O)N4CCOCC4)cc3N(C)C2=O)cc1OC,-8,i,i,i,i,i,i,i,i,i,i
Cc1ccc(-n2c(C)cc(/C=N/Nc3ccc([N+](=O)[O-])cn3)c2C)c(C)c1,-10,i,i,i,i,i,i,i,i,i,i
CCN1CCCC(OC(=O)Nc2ccccc2)C1 (centres undefined),1,i,i,i,i,i,i,i,i,i,i
Cn1cc(CN2CCC(Oc3ccc(C(=O)N4CCCC4)cc3)CC2)cn1,-3,i,i,i,i,i,i,i,i,i,i
O=C(CCCCCCC(=O)c1ccccc1)c1ccccc1,-17,i,i,i,i,i,i,i,i,i,i
O=C(COc1ccccc1[N+](=O)[O-])N/N=C/c1ccc[nH]1,-6,i,i,i,i,i,i,i,i,i,i
CC1CCCCC12NC(=O)N(CC(=O)NCc1ccc3c(c1)OCO3)C2=O (centres undefined),-11,i,i,i,i,i,i,i,i,i,i
CCOC(=O)N1CCN(S(=O)(=O)c2cccc3cccnc23)CC1,-6,i,i,i,i,i,i,i,i,i,i
Cn1c(SCC(=O)c2ccccc2)nnc1-c1ccncc1,-6,i,i,i,i,i,i,i,i,i,i
CCOC(=O)C1CCN(C(=O)CCc2c(C)nc3ncnn3c2C)CC1,-14,i,i,i,i,i,i,i,i,i,i
CCOc1ccc(Nc2nc(N3CCCC3)nc(N3CCN(c4ccc(OC)cc4)CC3)n2)cc1,-2,i,i,i,i,i,i,i,i,i,i
CC(C)Sc1nc2c(c(=O)n(C)c(=O)n2C)n1C,-5,i,i,i,i,i,i,i,i,i,i
CC(C)C(c1nnnn1Cc1ccco1)N1CCN(c2nc3ccccc3s2)CC1 (centres undefined),-4,i,i,i,i,i,i,i,i,i,i
Cc1ccc2c(c1)c1ncn(CCC3=CCCCC3)c(=O)c1n2C,-17,i,i,i,i,i,i,i,i,i,i
CC(C)NC(=O)NC(=O)CSc1ncccn1,-9,i,i,i,i,i,i,i,i,i,i
CCc1nc2sc3c(Cl)ncnc3c2c2c1CCCC2,-13,i,i,i,i,i,nt,i,i,i,nt
CC(C)N1C(=O)CCC1C(=O)NCc1ccc(F)cc1Cl (centres undefined),-5,i,i,i,i,i,i,i,i,i,i
COc1cc(OC)cc(C(=O)NCC(=O)OCC(=O)Nc2ncc(Cl)cc2Cl)c1,-15,i,i,i,i,i,i,i,i,i,i
O=C(OCc1c(F)cccc1Cl)c1cnc(Cl)c(Cl)c1,-4,i,i,i,i,i,i,i,i,i,i
Cc1ccc(N2C(=O)CCC2=O)c(C)c1,-2,i,i,i,i,i,i,i,i,i,i
CCCNC(=O)Cc1c(O)c2ccccc2[nH]c1=O,0,i,i,i,i,i,i,i,i,i,i
COc1ccc(C(C[N+](=O)[O-])C2(c3ccc(OC)c(OC)c3)C(=O)c3ccccc3C2=O)cc1 (centres undefined),-1,16*,i,i,i,i,i,i,i,i,i
CCCCCC1CCC(C(=O)O)CC1 (centres undefined),-7,i,i,i,i,i,i,i,i,i,i
CC(C)c1ccc(Nc2nnc(SCC(=O)c3nnc(-c4ccccc4)o3)s2)cc1,nt,nt,nt,nt,i,i,i,nt,i,nt,i
Cc1noc(C(=O)NCC2CCCO2)c1Cl (centres undefined),-9,i,i,i,i,i,i,i,i,i,i
O=C(/C=C/c1cccc([N+](=O)[O-])c1)OC1CCCCC1=O (centres undefined),-7,i,i,i,i,i,i,i,i,i,i
O=C(c1cc(C2CC2)nc2ccc(Br)cc12)N1N=C(C(F)F)CC1(O)C(F)F (centres undefined),-19,i,i,i,i,100*,i,i,i,i,i
COc1ccc(-c2cc(C(F)(F)F)c(C#N)c(SCC(=O)Nc3ccccc3C#N)n2)cc1,-7,i,i,i,i,i,nt,i,i,i,nt
CNC(=S)/N=C/NOCc1c(Cl)cccc1Cl,-11,i,i,i,i,i,i,i,i,i,i
CCn1cc(C(=O)N2CCc3ccccc32)c(=O)c2cc(S(=O)(=O)N3CCCC3)ccc21,-11,i,i,i,i,i,i,i,i,i,i
CN(CCC1CCOCC1)Cc1cn[nH]c1-c1ccc(-c2ccccc2)cc1,-15,i,i,i,i,i,i,i,i,i,i
Cc1ccc(S(=O)(=O)N(CC(=O)N2CCC(C)CC2)Cc2ccccc2F)cc1,-7,i,i,i,i,i,i,i,i,i,i
CCOc1ccc(NC(=O)COC(=O)CCS(=O)(=O)c2ccc(C)cc2)cc1,-9,i,i,i,i,i,i,i,i,i,i
COC(=O)c1cc(C#N)c(Oc2ccccc2OC)nc1C,-6,i,i,i,i,i,i,i,i,i,i

# (next part)
SMILES,hERG protect,RGS4 inh,KCNQ1 act,KCNQ1 inh,MrgX1 ag,ANO1 block,TMEM16A act,RGS4 pot,MrgX1 allo act,KCNK9 block,KCNK3 inh
COc1ccc(NC(=O)C(F)(F)F)cc1OC,-8,i,i,i,i,i,i,i,i,i,i
O=c1c2c3c(sc2nc(NCCO)n1CCc1ccccc1)CCCCC3,-14,i,i,6*,i,i,i,i,i,i,i
CCc1ccccc1NC(=O)c1cc(-c2ccc3c(c2)OCO3)on1,-1,i,i,i,i,i,i,i,i,i,i
CCOC(=O)Cn1c(=N)n(CCOc2ccc(F)cc2)c2ccccc21,-2,i,i,i,i,i,i,i,i,i,i
COc1ccc(/C=C(\NC(=O)c2ccc(C)cc2)C(=O)NCC2CCCO2)cc1 (centres undefined),-15,i,i,i,i,i,i,i,i,i,i
CC(C)OCCCNC(=O)c1ccccc1NC(=O)C1=CSCCO1,-9,i,i,i,i,i,i,i,i,i,i
CN1N=C(/C=C/c2ccccc2)CCC1=O,-6,i,i,i,i,i,i,i,i,i,i
CC1CCN(C(=O)CSc2nnc(-c3cccnc3)n2C2CCCCC2)CC1,-13,i,i,i,i,i,i,i,i,i,i
Cc1ccc(OCCNC(=O)c2ccccc2O)cc1,-5,i,i,i,i,i,i,i,i,i,i
CC(C)(C)c1cc(NC(=O)CSc2nnc(N)s2)n(-c2ccccc2)n1,-3,i,i,i,i,i,i,i,i,i,i
Cc1cc(N2CCCC(C(=O)Nc3ccc4c(c3)CCC4)C2)n2ncnc2n1 (centres undefined),-12,i,i,i,i,i,i,i,i,i,i
Cc1ccc(OCC(=O)NN=C2c3ccccc3-c3ccccc32)cc1,-8,i,i,i,i,i,i,i,i,i,i
Cc1ccc(-n2nc(C)cc2Nc2ncc(Cl)cc2Cl)cc1,-5,i,i,i,i,i,i,-8.7*,i,i,i
CCC/C(C)=C/c1ccc(CC)cn1,-8,i,i,i,i,i,i,i,i,i,i
COc1cc(OC)cc(C(=O)N[C@H](C(=O)Nc2nc(-c3ccc(F)c(F)c3)cs2)C(C)C)c1,-6,i,i,i,i,i,i,i,i,i,-11*
COc1ccc2c(c1)CCC/C2=N/OC(=O)c1ccccc1OC,-10,i,i,i,i,i,i,i,i,-12*,i
Cc1ccn2c(C(=O)N/N=C/c3ccc(Cl)cc3)c(C)nc2c1,-3,i,i,i,nt,nt,i,i,nt,i,i
COc1ccc(-c2nnc(-c3ccc(F)cc3)o2)cc1,-2,i,i,i,i,i,i,i,i,i,i
Cc1cc(O)ccc1Nc1nc(-c2cccs2)cs1,-12,i,i,i,i,i,i,i,i,i,i
C=CCNc1ccc(N2C(=O)CCCC2=O)cc1[N+](=O)[O-],-9,i,i,i,i,i,i,i,i,i,i
COc1ccc(C(O)(CCC(C)C)C(CN2CCOCC2)c2ccccc2)cc1 (centres undefined),-9,i,i,i,i,i,i,i,i,i,i

# From PubChem BioAssay
